Assay outcomes (PubChem)
KCNH2 3.1 block: blocks the human KCNH2 3.1 channel isoform; 340,000 compounds, 0.95% hits; U2OS KCNH2 3.1, thallium flux FluxOr; active compounds read low; activity change, % (tested at about 1.8 µM);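 active means maximum activity change below -70%; inconclusive means maximum activity change from -70% to -50%; inactive means maximum activity change above -50%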;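 further: thallium influx rate constant from kinetic fluorescence after stimulation buffer; on the % scale 0 is the no-effect control and ±100 the full control effect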
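We transduce U2OS cells with the mutant 3.1 virus, culture them overnight, load FluxOr with Red40 quencher for 45 min, then add stimulation buffer and read kinetically for 2 min to derive a normalized rate constant.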
PKM2 act: activators of human pyruvate kinase M2. Potency, µM (top dose mostly 57.5 µM), for inactives: at the highest dose activation, actives largely listed as activators. 260,000 compounds, 0.34% hits. purified PKM2, Kinase-Glo ATP luminescence, activation; response scale: 0% is enzyme alone, no compound. P14618; further: potency means the concentration at half of the fitted maximal effect; on the % scale 0 is the no-effect control and ±100 the full control effect; nearly all actives have a fitted effect of over 55% in size
Target sequence (P14618 whole entry, looked up): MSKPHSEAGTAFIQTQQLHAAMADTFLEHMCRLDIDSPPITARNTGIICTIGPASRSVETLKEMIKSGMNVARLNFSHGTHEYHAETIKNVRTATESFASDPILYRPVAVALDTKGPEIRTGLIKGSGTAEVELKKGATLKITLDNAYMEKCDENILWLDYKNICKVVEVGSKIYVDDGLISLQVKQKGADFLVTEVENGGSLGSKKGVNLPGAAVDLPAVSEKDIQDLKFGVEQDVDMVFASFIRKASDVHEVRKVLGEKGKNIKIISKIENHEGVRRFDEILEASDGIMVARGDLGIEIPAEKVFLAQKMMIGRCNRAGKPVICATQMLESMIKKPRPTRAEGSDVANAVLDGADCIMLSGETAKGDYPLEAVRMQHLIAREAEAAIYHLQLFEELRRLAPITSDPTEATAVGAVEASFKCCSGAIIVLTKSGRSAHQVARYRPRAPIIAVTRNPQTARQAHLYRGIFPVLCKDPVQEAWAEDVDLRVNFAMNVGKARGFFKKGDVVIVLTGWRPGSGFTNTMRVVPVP
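Kinase-Glo luminescence reports ATP generated from ADP (0.1 mM) and PEP (0.5 mM) by purified hPK-M2 after 1 h at room temperature, pH 7.2 imidazole buffer; intermediate enzyme activity allows detecting inhibitors and activators.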
Giardia killer: kills Giardia lamblia | Giardia lamblia trophozoite viability | activity change, % at 7.66 µM, hits read low | 340,000 compounds, 0.15% hits; in the data active means activity change below about -80%; inconclusive means between about -30% and that limit;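 further: parasites exposed to compound for two days anaerobically before the ATP read; on the % scale 0 is the no-effect control and ±100 the full control effect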
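ATP-content bioluminescence gauges trophozoite survival. Cells (100/well) receive compound and incubate anaerobically for 48 hrs at 37 deg C; detection reagent follows for 15-30 min at room temperature.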
MLL CXXC-DNA inh: MLL CXXC-DNA interaction inhibition; Q03164; MLL-CXXC / FITC-HOXA9 DNA fluorescence polarization; Potency, µM (titrated, usually from 115 µM), inactives show at the highest dose activity change, negative = inhibition, hits mostly inhibitors; 290,000 compounds, 0.037% hits; AID 2662; active means well fitted inhibition curve with a large enough effect in the polarisation, with a control signal flat, not every such curve was filed as active; inconclusive means small, poorly fitted or top-dose-only effect, or effect the other way, or a change in a side signal; inactive means no such curve, though single readings can be large or run the other way; the % refers to the polarisation; further: potency means the concentration at half of the fitted maximal effect
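Fluorescence polarization: 7 uM MLL-CXXC (stock) preincubated 5 min with compounds, then 50 nM fluorescein-HOX-A9 DNA (stock) added; 30 min ambient. Buffer 50 mM Tris-HCl pH 7.5, 50 mM NaCl, 1 mM DTT, 0.05% BSA.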
KCNH2 WT inh: blocks the wildtype human KCNH2 potassium channel. Q12809. U2OS, BacMam KCNH2, thallium flux FluxOr; active compounds read low. activity change, % at 1.84 µM. 340,000 compounds, 0.37% hits;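 active means maximum activity change below -70%; inconclusive means maximum activity change between -70% and -50%; inactive means maximum activity change above -50%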; further: on the % scale 0 is the no-effect control and ±100 the full control effect
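U2OS cells were transduced with wild-type KCNH2 virus (2.03 x 10^8 / mL) for 4 h at room temperature, then cultured overnight at 37 C. Thallium flux was read with FluxOr dye. Rate constants were normalized to DMSO controls.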
B2AR arrestin: recruits beta-arrestin to the human beta2-adrenergic receptor. 330,000 compounds, 0.02% hits. beta-arrestin recruitment to beta2AR, cell-based reporter. Potency, µM (titrated, usually from 46.1 µM), without a hit: at the top dose activation, most hits filed as activators. P07550;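 further: potency means the concentration at half of the fitted maximal effect; 0% = DMSO controls and full agonism = EC100 isoproterenol or metaproterenol; nearly all actives have a fitted effect of over 65% in size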
Target sequence (P07550 whole entry, looked up): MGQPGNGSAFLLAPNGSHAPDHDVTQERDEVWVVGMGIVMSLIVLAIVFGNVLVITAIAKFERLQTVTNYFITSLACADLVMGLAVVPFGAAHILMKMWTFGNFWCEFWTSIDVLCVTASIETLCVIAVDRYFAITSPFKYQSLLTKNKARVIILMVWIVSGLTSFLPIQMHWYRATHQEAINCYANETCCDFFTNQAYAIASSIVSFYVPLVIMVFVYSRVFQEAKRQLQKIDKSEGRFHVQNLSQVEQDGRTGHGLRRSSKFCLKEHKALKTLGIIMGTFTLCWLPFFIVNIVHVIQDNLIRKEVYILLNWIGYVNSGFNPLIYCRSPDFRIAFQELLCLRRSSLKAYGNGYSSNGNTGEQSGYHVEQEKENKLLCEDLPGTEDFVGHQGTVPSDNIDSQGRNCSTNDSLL
FBPA coupling cs: coupling enzyme interference in Giardia aldolase counter-screen | activity change, negative = inhibition, % at 58.2 µM, hits read low | coupling enzyme system counterscreen, AmpLite Red fluorescence | AID 2472 | 290,000 compounds, 0.67% hits; in the data active means activity change below about -30%; further: on the % scale 0 is the no-effect control and ±100 the full control effect
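Fluorescence at 525 nm excitation and 598 nm emission measured inhibition of the coupled detection system without aldolase. Compounds (at 57.5 uM final) were preincubated 10 min at room temperature with coupling enzyme reagent before a 20 min substrate/AmpLite Red step.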
USP2a block: blocks human ubiquitin-specific protease USP2a. O75604. USP2 core, Ub-CHOP2 coupled fluorogenic reporter, 485/531. Potency, µM (highest dose often 38.3 µM), for the others: top-dose activity change, negative = inhibition, actives largely listed as inhibitors. 330,000 compounds, 0.01% hits;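 further: potency means the concentration at half of the fitted maximal effect; plate controls were DMSO wells for no effect and full inhibition by NEM control for full effect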
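Deubiquitinase activity read as fluorescence (485/531 nm) after Ub-CHOP2 cleavage activates the enterokinase reporter on its substrate; USP2 core 10nM, Ub-CHOP2 and substrate 25nM each, 30min compound preincubation then 60min RT; data normalized to NEM, curves fitted.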
Menin-MLL TR inh: menin-MLL binding inhibition, Texas Red mutant peptide; Menin + Texas Red MLL mutant peptide, fluorescence polarization; Potency, µM (highest dose often 61.6 µM), without a hit: at the highest dose FP activity change, negative = inhibition, usual class: inhibitors; O00255; AID 1768; 270,000 compounds, 0.23% hits; active means well fitted inhibition curve with a large enough effect in the polarisation, with a control signal flat, not every such curve was filed as active; inconclusive means small, poorly fitted or top-dose-only effect, or effect the other way, or a change in a side signal; inactive means no such curve, though single readings can be large or run the other way; the % refers to the polarisation; further: potency means the concentration at half of the fitted maximal effect; % of control where 0% means no effect; many of its hits are not listed in these tables
GALK inh: blocks human galactokinase activity | Purified GALK, Kinase-Glo residual ATP luminescence | 270,000 compounds, 0.007% hits | P51570 | Potency, µM (highest dose often 57.5 µM), without a hit: top-dose activity change, negative = inhibition, most hits filed as inhibitors | AID 1868; further: potency means the concentration at half of the fitted maximal effect; on the % scale 0 is the no-effect control and ±100 the full control effect
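Luminescence from leftover ATP (Ultra-Glo luciferase/luciferin) served as read-out after a 1 h room-temperature reaction of 5 nM GALK with 35 uM ATP and 100 uM galactose.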
TRPV1 agonist: agonists of human vanilloid receptor 1 (TRPV1). activation, % at 8.33 µM. Q8NER1. 320,000 compounds, 0.19% hits. TRPV1-expressing cells, Fluo-8 calcium influx, agonist mode; in the data active means activation above about 80%; inconclusive means between about 30% and that limit; further: 0% is about no effect
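Cells expressing TRPV1 were dye-loaded with Fluo-8 and read kinetically: 10 s baseline, 3 min after compound (agonist portion), then 2 min after EC20 capsaicin (allosteric enhancer portion). Calcium-bound dye fluorescence at 480/520 nm.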
An asterisk follows results filed as active; ? = inconclusive; . = no result given; [ ] = another dose, or the depositor's remark. Unless noted, the call rests on the fitted dose curve; in most records, active means well fitted curve in the direction sought with a large enough effect; inconclusive means small, poorly fitted or top-dose-only effect, or another doubt; inactive means no such curve, though single readings can be large; an effect the other way counts as inactive or inconclusive.

SMILES	KCNH2 3.1 block	PKM2 act	Giardia killer	MLL CXXC-DNA inh	KCNH2 WT inh	B2AR arrestin	FBPA coupling cs	USP2a block	Menin-MLL TR inh	GALK inh	TRPV1 agonist
COc1ccc(N(C)C(=O)c2cnc(N3CCN(c4ncccn4)CC3)c3ccccc23)cc1	2	0%	-5	15%	-11	0.1%	2	-1%	-13%	3%	5
Cc1ccc2oc(-c3ccc(NC(=O)c4cccnc4)cc3)nc2c1	-19	0%	-27	4%	-7	0.1%	3	-1%	24%	0%	5
CCN(CC)C(=O)[C@H]1CC(CC(=O)NCCc2ccccn2)C(=O)N2CCc3c([nH]c4ccc(OC)cc34)[C@]12C (stereo not given in full)	-4	.	-8	.	-11	-0.8%	.	1%	.	.	.
CC(C)c1ccc(NC(=S)N2CCN(C)CC2)cc1	4	-3%	-18	10%	4	0.0%	.	-3%	.	0%	25
Cc1ccc(C(=O)NCC(=O)N2CCN(S(=O)(=O)c3cccs3)CC2)s1	14	20%	-1	10%	-5	0.0%	7	2%	-10%	9%	-2
CCC(c1nnnn1Cc1ccccc1)N(Cc1ccco1)Cc1cc2cc(OC)ccc2[nH]c1=O (stereo not given)	3	-1%	-3	-4%	-7	-1.1%	0	2%	-5%	-1%	16
CCOc1ccc(C(=O)NCC(=O)N2CCCC2)cc1	-7	-3%	68[activator]	-8%	16	0.0%	2	0%	-14%	15%	2
CCN(CC)CCCNC(=O)c1ccc(OCC(=O)Nc2ccccc2C(F)(F)F)c(OC)c1	-27	-9%	17	1%	17	-0.1%	1	2%	-6%	2%	-2
C#CCO[C@@H]1C[C@H](n2cnc3c(=O)[nH]c(NC(=O)C(C)C)nc32)O[C@@H]1CO	8	-8%	3	-15%	5	3.2%	-2	5%	.	1%	-3
CCOc1ccc(CN(C)C(=O)NNC(=O)c2ccc(C)cc2)cc1OC	19	-4%	-7	-3%	-3	0.0%	0	-1%	4%	-2%	-1
COc1ccc(C(=O)NC2CCN(CC(=O)NCc3cccc(OC)c3)CC2)cc1	-18	-9%	-4	8%	4	0.2%	4	-1%	-12%	13%	1
O=C(NC(NC(=S)Nc1ccc(Cl)cc1Cl)C(Cl)(Cl)Cl)c1cccc([N+](=O)[O-])c1 (stereo not given)	-4	-2%	23	-13%	12	0.1%	1	-5%	?	1%	-3
O=C(O)C1CCCCC1C(=O)Nc1cccc2ccccc12 (stereo not given)	-3	-6%	-7	5%	14	-0.3%	0	-3%	0%	0%	2
O=[N+]([O-])c1ccc(S(=O)(=O)N2CCSC2c2ccco2)cc1 (stereo not given)	4	3%	8	1%	30	-0.6%	-8	2%	.	.	0
CCN(Cc1cnn(C)c1)C(=O)C1CCC(=O)N(CCc2ccc(OC)cc2)C1 (stereo not given)	-9	.	10	15%	-14	-0.1%	.	1%	.	-6%	-1
CCN(CC(=O)Nc1c(F)cccc1F)C(=O)C1CC1C (stereo not given)	6	.	-11	.	-5	-0.3%	.	1%	.	.	-3
CCc1ccccc1NC(=S)N(CCN1CCCCC1)Cc1ccco1	7	3%	11	2%	5	0.0%	3	-1%	-11%	6%	3
Nc1cc(=O)nc(SCC(=O)N(C2CCCCC2)C2CCCCC2)n1-c1ccccc1	15	-8%	-21	5%	-33	4.8%	0	1%	-25%	7%	9
OC(Cn1cncn1)c1ccc(Cl)cc1 (stereo not given)	3	-5%	-9	-1%	-20	0.0%	2	2%	0%	2%	-2
Cc1ccc(NC(=O)c2ccc(S(=O)(=O)NCc3cccnc3)cc2)c(C)c1	2	.	-3	-9%	-28	-0.3%	-2	1%	.	-2%	11
CCCCN(C)C1CCN(C(=S)Nc2ccc(OC)cc2)CC1	0	-1%	-8	-1%	4	4.1%	1	3%	3%	0%	1
O=C(Nc1ncc(Cc2cccc(Cl)c2)s1)C1CCCO1 (stereo not given)	-21	3%	8	5%	-13	0.1%	.	0%	-22%	-3%	18
O=C(Cn1ncc2c([nH]c3ccccc32)c1=O)N1CCN(c2ccccn2)CC1	9	.	11	30%	-9	0.5%	1	-1%	13%	0%	0
CCN(CC)S(=O)(=O)c1ccc(Cl)c(C(=O)Nc2nncs2)c1	-5	-3%	-12	5%	-2	-0.1%	14	2%	-1%	0%	3
COc1cc(/C=N/NC(=O)CC23CC4CC(CC(C4)C2)C3)cc(Br)c1OCC(=O)N(C)C	0	17%	-9	-4%	-1	-0.6%	8	0%	-4%	0%	-2
CC(C)[C@H](NC(=O)c1ccc(C(C)(C)C)cc1)C(=O)Nc1nnc(C2CC2)s1	-4	0%	-26	24%	0	-3.2%	0	1%	-8%	-1%	5
Cc1nc2c3cc(F)ccc3n(Cc3ccccc3)c2s1	10	0%	5	-1%	-12	-0.9%	-1	1%	-28%	0%	0
Cc1nnc(N2C(=O)C(O)=C(C(=O)c3ccco3)C2c2cccc3ccccc23)s1 (stereo not given)	6	21%	-4	-4%	-5	-0.7%	5	1%	.	.	1
COC(=O)CSC1=C(C#N)C(c2ccc(F)cc2)CC(=O)N1 (stereo not given)	15	8%	-1	0%	8	-1.1%	0	2%	9%[11.7 µM]	1%	.
COc1ccc2[nH]cc(CCNS(=O)(=O)c3ccc(C)cc3)c2c1	-5	4%	-14	13%	5	-1.0%	1	2%	.	-1%	14
O=C(COC(=O)c1cc(=O)[nH]c2ccccc12)NCc1ccccc1Cl	-1	.	7	.	-6	1.0%	.	-6%	.	.	.
CC(=O)Nc1ccc(C(O)(C(F)(F)F)C(F)(F)F)cc1	-1	6%	10	9%	-11	0.3%	3	0%	-6%	1%	-6
COC(=O)[C@H](C)NC(=O)Nc1ccc(OC(F)(F)F)cc1	-5	-1%	0	-8%	6	-0.1%	2	-5%	2%	0%	-1
CCOc1ccc(S(=O)(=O)N(C)CCO)cc1-c1nc2c(C(C)(C)C)nn(C)c2c(=O)[nH]1	-18	-6%	3	11%	1	-1.8%	1	1%	4%	2%	?
COc1cccc(NC(=O)CSc2ccc(-c3ccco3)nn2)c1	17	3.2µM*	-12	16%	-4	-0.5%	.	-1%	.	-5%	5
CCOC(=O)CC(NS(=O)(=O)c1ccc2[nH]c(=O)sc2c1)c1ccc(C)cc1 (stereo not given)	-14	.	-7	10%	-9	0.6%	1	1%	31%[activator]	.	?
Cc1cccc(NC(=O)c2ccc(S(=O)(=O)C(F)F)cc2)c1C	17	2%	12	13%	0	1.1%	-6	1%	1%	1%	87*
O=C1[C@@H]2CSCN2C(=O)CN1Cc1c(F)cccc1Cl	-11	.	4	-13%	-6	-0.7%	0	2%	-4%	0%	2
CCOC(=O)CSc1nc2ccccc2c(=O)n1C1CCCC1	-3	2%	-15	-2%	-10	-0.5%	0	0%	-6%	-2%	?
CC1(C)NC(=O)N(CCCCOc2ccc3ccccc3c2Cl)C1=O	12	-4%	-9	-3%	6	-0.6%	-4	-7%	16%	0%	?
COc1ccc(O)c(/C=N/NS(=O)(=O)c2ccc(C)cc2)c1	-19	-1%	-5	7%	-8	-0.4%	5	-2%	?	-1%	3
Cc1cc(C)c(OCCN(C)Cc2ccccc2)c(Br)c1	7	-5%	13	-1%	2	0.1%	-2	-3%	-19%	10%	-2
COc1ccc(S(=O)(=O)c2nnn(-c3ccccc3Cl)c2N)cc1	-15	5%	-5	-2%	3	0.1%	4	0%	17%	1%	14
O=c1[nH][nH]c(C(F)(F)F)c1C=Nc1cccc(Cl)c1	0	-10%	-12	-6%	0	0.1%	0	-1%	1%	-1%	1
CN(CC(=O)Nc1ccc(S(N)(=O)=O)cc1)Cc1ccccc1F	-4	1%	-18	4%	-14	-0.1%	5	-1%	-13%	6%	16
CCCCOC(=O)C(C#N)c1nc2ccccc2nc1N1CCOCC1 (stereo not given)	9	-8%	4	14%	0	1.0%	-5	2%	?	-3%	19
CN(C)c1ccc(/C=N/NC(=O)c2sccc2-n2cccc2)cc1	6	4%	7	13%	-10	0.4%	-2	14%	0%	2%	5
CC(=O)ON1C(C)(C)CC(OC(=O)c2ccccc2)CC1(C)C	5	5%	-5	-5%	-17	0.0%	0	1%	-7%	0%	13
CN(NS(=O)(=O)c1ccc(F)cc1)c1ncc(C(F)(F)F)cc1Cl	10	2%	-18	4%	9	-0.2%	-4	5%	1%	0%	5
O=C(N/N=C(\c1ccccc1)c1cccnc1)C(O)(c1ccccc1)c1ccccc1	-4	-1%	-11	2%	5	2.8%	-9	-6%	.	5%	.

Not all compounds are listed; count on the stated rates, not on these rows.
